High-throughput results: PubChem, several laboratories
FLuc inhib CS = counter-screen for luciferase assay inhibitors: firefly luciferase inhibition | P08659 | ATPLite firefly luciferase biochemical luminescence, 10 min | inhibition, % at 10 µM | actives 1.5% (n = 200,000) | AID 1006;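 active means inhibition above about 50% when tested at 10 µM, limit read from the data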
Diaphorase act = activates diaphorase or chemically reduces, flagging diaphorase assay artifacts; Diaphorase/resazurin coupled assay, resorufin fluorescence, 16 min; stronger effect = higher value; 1 = vehicle wells, 0 = NADH-free wells; activation factor at 20 µM; actives 0.005% (n = 190,000); AID 1229;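 active means diaphorase activity raised at least twofold by the compound at 20 µM; inactive means activation factor below 2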
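Test system: Clostridium kluyveri diaphorase, purified enzyme. Buffer or medium: 50 mM HEPES pH 7.4 buffer plus MgCl2 and Tween 20. Also added: 0.114 mM NADH and 0.1 mM resazurin, final amounts. Dosing: compound 20 µM once, DMSO 1%. Schedule: 16 min enzyme reaction, ambient temperature. Detection: fluorescence of resorufin, 544 nm excitation, 590 nm emission.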
STAT1 act = activators of IFN-gamma induced STAT1 signaling; actives 2.6% (n = 200,000); activation (% of control), % at 5.5 µM; NIH 3T3 STAT1-luciferase reporter, luminescence; 100% = IFN-gamma alone, no compound;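 active means activation above the screen-wide mean activation plus 3 SD, cut at about 130% in these data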;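 further: raw ratio to IFN-gamma control signal so 100% means no change and 0% no light; values of inactives mirror those of a sister screen read the other way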
APP 5'UTR act = APP 5'UTR luciferase reporter activation. SH-SY5Y APP 5'UTR luciferase reporter, luminescence; zero percent = DMSO vehicle wells. activation, % at 2 µM. actives 1% (n = 190,000);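 active means activation above a set limit, based on mean plus 3 SD of controls, cut at about 140% in these data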; further: values of inactives mirror those of a sister screen read the other way
Diaphorase inh = diaphorase inhibition or chemical oxidation counter-screen; inhibition, % at 20 µM; AID 1217; diaphorase resazurin-to-resorufin fluorescence, NADH, 16 min; bacterial (C. kluyveri) enzyme, not human; actives 0.69% (n = 190,000);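 active means primary screen inhibition at 20 µM above a set limit, cut at about 50% in these data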;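 further: plate controls were DMSO with full reaction for no effect and wells lacking NADH for full effect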
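Test system: bacterial diaphorase enzyme (C. kluyveri); Quantity: 0.14 U/mL diaphorase, enzyme working solution; Times: reaction incubation of 16 min at room temperature; Measured by: fluorescence of resorufin formed from resazurin, Ex 544/Em 590 nm; Benchmarks: positive control minus NADH, DMSO neutral control.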
TLR4-MyD88 BLA = TLR4-MyD88 interaction inhibition in cells; O00206+Q99836; HeLa CL3-4 TLR4/MyD88 BLA complementation, FRET ratio; inhibition, % at 8.4 µM; actives 0.18% (n = 200,000); in the data active means inhibition above about 25%;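 further: 0% = vehicle and 100% = reference inhibitor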
Target sequence (O00206 whole entry, looked up): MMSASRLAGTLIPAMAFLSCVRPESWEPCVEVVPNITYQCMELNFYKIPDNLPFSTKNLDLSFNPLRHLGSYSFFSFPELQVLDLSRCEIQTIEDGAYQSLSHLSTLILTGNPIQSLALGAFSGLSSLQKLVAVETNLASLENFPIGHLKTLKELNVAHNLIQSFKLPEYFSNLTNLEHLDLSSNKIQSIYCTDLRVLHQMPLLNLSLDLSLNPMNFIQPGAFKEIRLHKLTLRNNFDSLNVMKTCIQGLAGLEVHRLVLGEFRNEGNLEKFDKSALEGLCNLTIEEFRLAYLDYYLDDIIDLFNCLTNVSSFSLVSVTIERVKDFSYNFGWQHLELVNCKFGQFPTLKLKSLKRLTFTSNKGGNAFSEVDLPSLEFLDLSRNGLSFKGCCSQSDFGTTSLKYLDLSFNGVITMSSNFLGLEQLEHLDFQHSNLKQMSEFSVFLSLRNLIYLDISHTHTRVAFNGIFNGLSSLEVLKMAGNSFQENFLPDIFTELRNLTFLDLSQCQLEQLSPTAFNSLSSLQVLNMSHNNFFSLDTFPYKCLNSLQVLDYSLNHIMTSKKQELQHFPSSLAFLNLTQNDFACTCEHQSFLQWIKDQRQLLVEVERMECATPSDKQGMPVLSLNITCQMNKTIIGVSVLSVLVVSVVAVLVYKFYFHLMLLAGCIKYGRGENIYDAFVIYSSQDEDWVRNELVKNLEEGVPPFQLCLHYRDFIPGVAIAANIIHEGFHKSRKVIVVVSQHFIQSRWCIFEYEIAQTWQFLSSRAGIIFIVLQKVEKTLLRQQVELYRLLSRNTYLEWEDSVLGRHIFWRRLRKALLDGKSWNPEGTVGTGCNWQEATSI
Target sequence (Q99836 whole entry, looked up): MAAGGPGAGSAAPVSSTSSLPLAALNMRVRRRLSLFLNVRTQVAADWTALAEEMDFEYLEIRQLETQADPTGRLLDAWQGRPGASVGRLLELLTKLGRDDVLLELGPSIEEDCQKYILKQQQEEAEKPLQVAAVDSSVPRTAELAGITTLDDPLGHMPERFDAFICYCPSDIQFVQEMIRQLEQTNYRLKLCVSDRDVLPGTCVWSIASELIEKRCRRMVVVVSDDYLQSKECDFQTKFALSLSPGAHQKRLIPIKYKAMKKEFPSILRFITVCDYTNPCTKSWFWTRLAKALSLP
NF-kB neuron act = NF-kB expression increase, human neuronal cells. fold change at 12.5 µM. NF-kB reporter expression; stronger effect = higher value. AID 1239. actives 1.6% (n = 190,000); in the data active means fold change above about 3.3
APP transl inh = APP translation inhibition; AID 1285; actives 0.82% (n = 190,000); SH-SY5Y APP 5'UTR-luciferase reporter, luminescence; inhibition, % at 2 µM;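 active means inhibition above a set limit, derived from the sample mean plus 3 SD, cut at about 45% in these data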; further: values of inactives mirror those of a sister screen read the other way
G6PDH CS = L. mesenteroides G6PDH inhibition counter-screen. Purified L. mesenteroides G6PDH, diaphorase/resazurin coupled fluorescence, 45 min. inhibition, % at 5 µM. actives 0.12% (n = 200,000). AID 1020; in the data active means inhibition above about 50%
FLuc act counter = firefly luciferase counter-screen for stimulation assays; P08659; ATPlite luciferase biochemical, luminescence, 10 min; 0 = ATP-free wells, 1 = DMSO control; activation factor at 10 µM; 200,000 tested, under 10 active; AID 1027;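 active means luciferase activation factor, scaled between plate controls, of at least 2 with compound at 10 µM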
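System: luciferase plus luciferin reagent, cell-free; medium: PBS as buffer for the ATP substrate; dosing: test compounds dosed from 2 mM stocks in 100% DMSO; timing: 10 min post-reagent at room temperature; measured by: luminescence measurement of luciferase light output; evaluation: luciferase activation, seen as luminescence increase over controls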
An asterisk follows results filed as active; / = not tested or not shown. Rows were taken by chance (roughly 5.6% active in at least one column).

structure	FLuc act counter	STAT1 act	Diaphorase inh	TLR4-MyD88 BLA	NF-kB neuron act	FLuc inhib CS	Diaphorase act	APP transl inh	APP 5'UTR act	G6PDH CS
CCOC(=O)C(Cc1ccccc1)C(=O)Nc1ccc(NC(=O)C(Cc2ccccc2)C(=O)OCC)cc1 (stereo unspecified)	1	103	-3	2	1.1	4	1	5	-5	30
CCOC(=O)N1CCC(NC(=O)c2cc(C(=O)Nc3ccc(F)cc3F)ccc2CO)CC1	1.1	95	21	6	1.2	-5	0.8	8	-8	3
Cc1cc(C)cc(C(=O)NC(=S)Nc2ccc3[nH]c(=O)[nH]c3c2)c1	1	93	4	-6	1.1	-4	1	-12	12	-6
Cc1ccc2cc(CN(Cc3ccco3)C(=O)C3CCCCC3)c(=O)[nH]c2c1C	1	102	21	1	1.1	-4	0.8	-3	3	2
NC(=O)C1CCN(S(=O)(=O)Cc2ccccc2Cl)CC1	1	106	7	-4	1.1	-3	0.9	-14	14	7
Cc1nc2c3ccccc3nc(NNC(=O)CCC(=O)NC(C)C)n2n1	1	100	0	-7	1.3	-3	1	/	/	-2
CO/N=C/CC(=O)c1ccc(-c2ccccc2)cc1	1	109	7	-15	1.2	4	0.9	-8	8	15
Fc1ccc2c(c1)C(c1ccncc1)=NNC(c1ccccc1)=N2	1	96	-3	2	1	-2	1	-20	20	12
O=C(N/N=C/C=C/c1ccccc1)C1CC1c1ccccc1 (stereo unspecified)	1	104	29	-5	0.8	1	0.7	4	-4	-2
O=C(O)CCCC(=O)Nc1nc2n(n1)C(c1ccc(F)cc1)CC(c1ccc(Cl)cc1)N2 (stereo unspecified)	1	93	-5	3	1.6	-4	1	-6	6	2
CCOC(=O)c1ccc(NC(=O)c2ccccc2C)cc1	0.9	126	0	-2	1.7	13	1	-89	89	-1
CC(=O)NC(=S)Nc1cccc([N+](=O)[O-])c1	1.1	112	9	-5	1.2	-6	0.9	-8	8	0
COc1ccc(NC(=O)C2CCC(C(C)(C)C)CC2)cc1S(=O)(=O)N1CCCCC1 (stereo unspecified)	1.1	106	23	-5	0.38	-8	0.8	-17	17	-15
Cc1ccc(NCC(=O)c2ccc([N+](=O)[O-])cc2)cc1	1	99	18	0	1.6	-3	0.8	-20	20	-2
CC1(C)Cc2nc3sc4c(=O)n(Cc5ccccc5)cnc4c3cc2CS1	1	108	-4	7	1.1	-2	1	12	-12	2
CCN1C(=O)N(CC)C2C1N(CO)C(=O)N2CO (stereo unspecified)	1	97	-11	-23	1.2	-1	1.1	12	-12	1
Cc1ccc(NC(=O)c2cc(S(=O)(=O)NCCc3ccccc3)ccc2F)cc1Cl	1	101	18	-2	0.73	4	0.8	-9	9	-18
Nc1[nH]ncc1-c1ccccc1	1.1	110	14	-4	1.1	-6	0.9	-5	5	2
Cc1ccc(CCNC(=O)c2nnn(-c3cc(C)cc(C)c3)c2N)cc1	1	104	9	-2	1.2	-3	0.9	8	-8	-12
COc1ccc(C(=O)Nn2c(SCc3cccc([N+](=O)[O-])c3)nc3ccccc3c2=O)cc1	0.9	144*	7	-4	0.86	14	0.9	-94	94	-2
CC1CCN(CCOCCOc2ccccc2Br)CC1	1.1	94	20	-13	1.4	-8	0.8	-3	3	1
CCOC(=O)c1sc(SC)c(C(C)=O)c1C	1.1	102	4	0	1.1	-10	1	1	-1	-2
O=S(=O)(c1ccc(Br)cc1Cl)N1CCN(CCO)CC1	1.1	93	9	-6	1.1	-7	0.9	-21	21	3
Cc1ccc(C(=O)Nc2ccc3c(c2)OCO3)cc1	0.1	82	11	0	4.9*	88*	0.9	-142	142*	2
COc1cccc(/C=C2\SC(=S)N(CC3CCCO3)C2=O)c1 (stereo unspecified)	0.8	106	14	-10	1.2	18	0.9	-10	10	-10
CCOc1cccc(/C=N/NC(=S)NCCN2CCOCC2)c1O	1	90	8	-9	0.92	-4	0.9	28	-28	31
COc1ccc(NC(=O)Nc2ccccc2SC)cc1	0.6	114	8	2	2.1	40	0.9	-56	56	-7
O=c1oc2c(CN3CCCCCC3)c(O)ccc2cc1-c1nc2ccccc2[nH]1	1	/	28	/	/	-2	0.7	/	/	2
C/C(Cn1cnc([N+](=O)[O-])n1)=N\NC(=O)c1ccc(F)cc1	1	102	17	-9	1.1	-3	0.8	-31	31	3
CS(=O)(=O)N1CCN(CCN2C(=O)c3cccc4cccc(c34)C2=O)CC1	1	101	-2	-14	0.64	-2	1	-9	9	15
COCCN1Cc2cccc(C(=O)Nc3c(C)cc(C)cc3C)c2C1=O	1	97	6	3	0.84	-4	0.9	-11	11	1
CCOc1cc(CN2CCOCC2)cc(C(C)=O)c1	1	104	8	3	0.92	-4	0.9	8	-8	4
CCS(=O)(=O)N1CCN(C(=O)CCC2CCCC2)CC1	1	110	-4	14	1.3	-1	1	-16	16	0
O=C(Nc1cccnc1)c1cc(-c2ccc(Br)cc2)on1	0.7	111	8	-4	2.3	27	0.9	-2	2	-20
Cc1ccc(Cl)cc1N1CCN(S(=O)(=O)c2cnc[nH]2)CC1	1	99	5	-14	1	-2	0.9	-8	8	10
COc1ccccc1C(=O)Nc1nnc(-c2ccc3c(c2)CCCC3)o1	0.9	100	2	-6	1.1	10	1	4	-4	-2
O=C(CCN1C(=O)c2ccccc2C1=O)Nc1ccc(F)cc1	1	99	18	11	1	-1	0.8	6	-6	-4
Cn1c(=O)c2cc(S(=O)(=O)NCCC(=O)Nc3ccccc3F)ccc2n(C)c1=O	1.1	93	6	-7	1.3	-6	0.9	-15	15	2
O=C(O)CC/C(=C\c1cccc(NC(=O)c2ccccc2Cl)c1)c1nc2ccccc2s1	1	104	-1	-3	0.93	1	1	-11	11	2
Cc1onc(-c2ccccc2)c1C(=O)NC(CC(=O)O)c1ccc(OC(C)C)cc1 (stereo unspecified)	1	103	10	-4	1	-3	0.9	-18	18	5
COc1ccccc1NC(=O)CC1Nc2ccccc2NC1=O (stereo unspecified)	1	91	5	3	0.89	-4	0.9	15	-15	-15
Cc1cc(=O)oc(C)c1C(=O)OCC(=O)c1ccc(Br)cc1	0.8	104	10	-10	1.3	21	0.9	-20	20	10
Cc1cc(C)nc(-n2nc(C)cc2Nc2ccccc2)n1	1	96	-7	-3	0.6	0	1.1	4	-4	9
CN(C)C(=O)NC(O)C(Cl)Cl (stereo unspecified)	1	95	4	1	0.9	1	1	5	-5	9
COc1cccc(-n2c(C)nc3c(cnn3-c3ccc(C)cc3)c2=O)c1	1	90	14	1	1.1	-1	0.9	-15	15	-8
COc1cc(C(=O)NC2CCCNC2)cc(OC)c1OC (stereo unspecified)	1.1	/	19	/	/	-5	0.8	/	/	8
CCOC(=O)C1(Cc2cccc(OC)c2)CCN(CCO)CC1	1	107	5	6	1	-4	0.9	-5	5	0
CCOC(=O)c1c2n(c3ccc(O)cc13)CCC2	1	102	15	1	1.1	-5	0.8	-6	7	6

The closing 2 compounds of the section before open the next one.
structure	FLuc act counter	STAT1 act	Diaphorase inh	TLR4-MyD88 BLA	NF-kB neuron act	FLuc inhib CS	Diaphorase act	APP transl inh	APP 5'UTR act	G6PDH CS
CCOC(=O)C1(Cc2cccc(OC)c2)CCN(CCO)CC1	1	107	5	6	1	-4	0.9	-5	5	0
CCOC(=O)c1c2n(c3ccc(O)cc13)CCC2	1	102	15	1	1.1	-5	0.8	-6	7	6
Cc1cc(=O)[nH]c(SCn2nnc3ccccc3c2=O)n1	1.1	100	20	-2	1.1	-10	0.8	1	-1	-2
O=C(C1CCC1)N1CCc2cc(S(=O)(=O)Nc3ccc4c(c3)OCCO4)ccc21	1	80	23	5	1	-4	0.8	13	-13	6
CC(=O)c1ccc(NC(=S)N2CCN(C(=S)Nc3ccc(C(C)=O)cc3)C(C)C2)cc1 (stereo unspecified)	1	98	-15	6	1.2	-4	1.2	7	-7	11
O=S1(=O)NC(=NCCOCCO)c2ccccc21	1.1	100	15	6	/	-5	0.9	0	0	14
CC(C)COC(=O)c1ccccc1OC(=O)c1ccncc1	1	100	2	-4	1.1	-4	1	-5	5	1
Cc1cc(C(=O)N2CCc3ccccc32)c2ccccc2n1	1	97	17	3	0.93	-2	0.8	-16	16	0
Cc1ccc(/C=N/NC(=O)CSc2nc3ccccc3c(=O)n2-c2ccccc2C)s1	1	100	26	0	0.58	-4	0.7	18	-18	4
COC(=O)C1=NN(C(=O)c2cccc(Cl)c2)C(O)(C(C)(C)C)C1 (stereo unspecified)	1	112	-2	0	1.1	-4	1	-26	26	1
Cc1[nH]c(=O)[nH]c(=O)c1N(C)C	1	101	6	-13	1.2	-4	0.9	-6	6	2
COc1ccc(NS(=O)(=O)c2ccc(-n3nnc4ccccc43)c([N+](=O)[O-])c2)cc1	1	107	17	1	1.3	-1	0.8	2	-3	10
CCn1c(=O)c2c(nc3n2CCS3)n(C)c1=O	1.1	98	21	3	1.2	-5	0.8	-12	12	1
C=CCN(CC=C)C(=O)c1c(OC)cccc1OC	1.1	116	12	-7	1.3	-6	0.9	0	0	3
Cc1cccc2c1N(CCCOc1ccccc1)C(=O)C2=O	1.1	92	13	13	0.97	-6	0.9	-9	9	10
COc1cc(C(=O)NCC(=O)n2nc(C)cc2C)cc(OC)c1OC	1.1	101	17	6	0.98	-6	0.8	-8	7	0
CC1(C)Oc2ccc(C(=O)N3CCc4ccccc43)cc2N(CC(=O)N2CCCC2)C1=O	1	98	19	13	1.2	-2	0.8	-8	8	5
COc1cc(/C=C/[N+](=O)[O-])ccc1OCc1cccc(C(=O)O)c1	0.6	17	44	-9	4.4*	36	0.6	58*	-58	10
COc1ccc(-c2nc(CN3CCN(c4cc(C)nc(C)c4)CC3)c(C)o2)c2ccccc12	1	103	-30	1	0.83	-2	1.3	12	-12	13
COc1ccc(-c2nn(-c3ccccc3)cc2/C=C/C(=O)N2CCOCC2)cc1OC	1	92	16	-1	1.2	1	0.8	-8	8	4
Cc1ccc(C2CC(=O)c3cnn(-c4nc(C)cc(C)n4)c3C2)cc1 (stereo unspecified)	1.1	96	9	4	0.99	-5	0.9	-4	4	-2
O=C(Nc1cccc(Br)c1)c1ccc(Cl)c(S(=O)(=O)N2CCOCC2)c1	1	89	9	5	0.6	0	0.9	0	0	5
Cc1cc(C(=O)Cn2nnc(-c3ccc(Cl)cc3)n2)c(C)n1-c1ccccc1	1.1	99	16	6	1.2	-10	0.8	-17	17	-20
O=C(CSc1nnc(-c2ccccc2Br)o1)Nc1nncs1	1	101	-18	-11	1.2	4	1.2	-1	1	15
